Screening results from PubChem BioAssay.
hcGAS inh – Primary biochemical luminescence assay for human cyclic GMP-AMP synthase inhibitors; Q8N884; recombinant h-cGAS, ATP depletion, Kinase-Glo luminescence; inhibition, % at 12.5 µM; 290,000 tested, 0.081% active;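 also: 0% = vehicle reaction and 100% = reaction without DNA for no activity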
Target sequence (Q8N884 whole entry, looked up): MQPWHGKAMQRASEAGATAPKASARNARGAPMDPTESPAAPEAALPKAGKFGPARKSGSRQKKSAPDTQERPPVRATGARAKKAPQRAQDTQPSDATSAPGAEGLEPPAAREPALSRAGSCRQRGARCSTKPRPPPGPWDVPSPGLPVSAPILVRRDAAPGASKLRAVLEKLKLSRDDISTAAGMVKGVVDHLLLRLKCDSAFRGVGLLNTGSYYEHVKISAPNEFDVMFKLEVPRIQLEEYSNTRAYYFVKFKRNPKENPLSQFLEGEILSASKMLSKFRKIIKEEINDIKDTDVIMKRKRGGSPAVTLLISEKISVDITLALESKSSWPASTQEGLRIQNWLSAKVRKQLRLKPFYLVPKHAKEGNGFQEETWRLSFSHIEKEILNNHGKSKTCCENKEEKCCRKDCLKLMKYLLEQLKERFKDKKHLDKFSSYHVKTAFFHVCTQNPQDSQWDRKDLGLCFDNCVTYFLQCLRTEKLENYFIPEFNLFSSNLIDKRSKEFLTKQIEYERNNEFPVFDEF
NPYLR7 agonist – agonists of mosquito NPYLR7 receptor, primary screen, cell-based, Aedes aegypti, calcium fluorescence, mosquito biting behavior; HEK293T NPYLR7/Galpha15, GCaMP6s calcium fluorescence; activation, % at 10 µM; 270,000 tested, 0.15% active; AID 1259423, 2018; in the data active = activation above about 40%;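 also: 0% = vehicle and 100% = reference agonist at the receptor; some compounds past the cut are filed as inactive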
mcGAS inh – cyclic GMP-AMP synthase inhibitors, mouse, primary biochemical chemiluminescence. Q8C6L5. inhibition, % at 12.5 µM. 160,000 tested, 0.15% active. recombinant cGAS, Kinase-Glo ATP depletion luminescence;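 also: 0% = negative control wells and 100% = reference inhibitor with no enzyme activity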
Active calls of the source: *; x = no result given; & = joins results of further samples. Rule as the data show it, unless noted: active = inhibition above about 40%; inactive = the rest.

SMILES | hcGAS inh | NPYLR7 agonist | mcGAS inh
Cc1ccc(C(=O)O)cc1NS(=O)(=O)c1ccc(Cl)cc1 | -7.0 | -8.3 | x
Cn1cc(I)c(-c2nc(-c3nonc3N)no2)n1 | -4.7 | -1.6 | x
CC1CCCCN1c1onc(-c2ccccc2)c1CNCCN(C)C (configuration not stated) | -7.0 | 19.2 | x
COc1ccc(CN2CN(C(C)C)CSC2=S)cc1 | -1.9 | 23.7 | 1.8
CC(C)C(C(=O)O)n1cncn1 (configuration not stated) | -13.8 | 0.1 | x
O=C(NCCCO)c1ccc2nc(-c3ccccc3)c(-c3ccccc3)nc2c1 | -3.8 | -11.4 | x
CCOC(=O)c1c(NC(=O)c2cccs2)sc(C(=O)Nc2ccccc2OC)c1C | -1.2 | -6.3 | -4.0
CSCCC(C(=O)NC1=NCCS1)N1C(=O)c2ccccc2C1=O (configuration not stated) | -7.5 | -6.5 | -17.1
Cc1c(C(=O)NCc2ccc(F)cc2)sc(=O)n1Cc1ccc(S(C)(=O)=O)cc1 | -3.6 | 14.8 | x
Cc1ccc(S(=O)(=O)NC(=O)NN2CCCCCC2)cc1 | 0.1&-0.5&3.1&9.0 | 1.1&-1.8&-18.4&2.8 | 0.4
CC(=O)NC(=O)CSc1nc2nc(C)cc(C)n2n1 | -8.4 | 4.9 | -7.0
CN(C)N=Cc1cc([N+](=O)[O-])ccc1O | 13.7 | 0.3 | x
Cc1cc(C(F)(F)F)n2nc(C(=O)N3CCCC(c4ccn[nH]4)C3)cc2n1 (configuration not stated) | -9.2 | 28.7 | x
COc1ccc(C2CC(=O)C3=C(C2)N=C(C)C(C(=O)OCC(C)C)C3c2ccc(Cl)cc2)cc1 (configuration not stated) | -4.7 | -4.4 | -5.1
COc1ccc(-c2cc(C(=O)NCc3ccc(F)cc3)n(-c3cccc(Cl)c3)n2)c(OC)c1 | 0.3 | 24.8 | -4.5
Cc1cnc(C)c(N2CC[C@@H](N3CCN(CCc4ccccc4)CC3)[C@H](O)C2)n1 | 0.4 | 0.4 | x
O=c1[nH]n2c(=O)c3c([nH]c2c1Cc1cccc(Br)c1)CCCC3 | -0.9 | 2.3 | x
CCC(C(=O)N1CC(c2ccncc2)C1)N1Cc2ccccc2C1=O (configuration not stated) | -3.0 | 4.5 | -11.0
COc1ccccc1N=C1SC(C(=O)Nc2ccc(C(=O)O)cc2)CC(=O)N1C (configuration not stated) | -0.4 | -0.7 | -5.1
Cc1cccc2c1OCCC/C2=N/Nc1ncccc1Cl | -7.8 | 13.4 | -17.5
Cc1nccn1CCC(=O)N1CCC2(CCCN(Cc3ccc(C(C)C)cc3)C2)C1 (configuration not stated) | 0.7 | 4.3 | x
O=C(CC1CCCC1)N[C@@H]1CCN(Cc2cscn2)C[C@H]1O | -10.8 | x | -5.7
OC(COCc1ccco1)CN(Cc1ccccc1)CC1CC(c2ccccc2)=NO1 (configuration not stated) | -6.3 | -2.6 | -4.4
CCCCC1NC(=S)N(C2CCCCC2)C1=O (configuration not stated) | -3.9 | 8.3 | x
CCC(C(=O)Nc1nnc(SCc2cccc([N+](=O)[O-])c2)s1)c1ccccc1 (configuration not stated) | -0.2 | -7.7 | -2.5

Remaining list, next part:
SMILES | hcGAS inh | NPYLR7 agonist | mcGAS inh
O=C(C1CC1)N1CCN(c2nccn2-c2ccccc2F)CC1 | -6.1 | 4.4 | -10.2
CCOc1cnn(-c2ccc(Cl)cc2)c(=O)c1Nc1ccc(C(=O)NCCN2CCOCC2)cc1 | -0.7 | -10.4 | 0.6
CCOCCC(=O)N1CCc2c(c(C(=O)O)nn2C)C1 | -1.7 | x | -8.1
Nc1cc(-c2cccc(C(F)(F)F)c2)nn1-c1ccc(C(=O)NC(c2ccccc2)c2ccccn2)cc1 (configuration not stated) | -1.3 | -7.4 | x
Cc1ccc(C)c(C2=NN(C(=O)CN3CCC4(CC3)OCCO4)C(c3ccccc3)C2)c1 (configuration not stated) | -6.3 | 11.0 | -5.1
COc1ccc(NC(=O)N(CCN2CCOCC2)CC(=O)N(Cc2ccc3c(c2)OCO3)Cc2ccco2)cc1 | -4.4 | -5.1 | x
N#Cc1ccsc1NC(=O)COC(=O)c1cccc(C(F)(F)F)c1 | -4.5 | -0.3 | -8.2
C=CCn1c(C)c(C)n2c3c(=O)n(CCOCC)c(=O)n(C)c3nc12 | -7.8 | 8.8 | x
CNC(=O)[C@@H]1C[C@@H](N)CN1C(=O)c1ccc(-c2ccc(OC)cc2)o1 | -5.1 | -5.1 | -17.3
CC(C)(C)c1nc(CN2CCCNCC2)no1 | -6.4 | 1.8 | x
CSc1nnc2c(n1)OC(c1cc(Br)c(OC(=O)c3ccc([N+](=O)[O-])cc3)c(Br)c1)Nc1ccccc1-2 (configuration not stated) | 6.4 | 6.5 | 41.7*
O=[N+]([O-])c1cc(C(F)(F)F)ccc1-n1cncn1 | -6.9 | 12.6 | x
Cc1ccccc1-c1cnc(-c2ccncc2)nc1C1CCCN(Cc2ccsc2)C1 (configuration not stated) | -10.4 | 21.0 | -13.9
CCn1c(C2CCCN(C(=O)c3cccc4cc(C)oc34)C2)nn(C)c1=O (configuration not stated) | -3.8 | -3.5 | x
CC(=O)NC1=NN(C(C)=O)C2(S1)C(=O)N(CCOc1ccc(C)cc1)c1ccc(C)cc12 (configuration not stated) | -3.3 | 0.2 | -6.3
CCCN(Cc1ccccc1OC)C(=O)c1ccc(-c2nnn(C)n2)cc1 | -6.6 | -4.1 | -10.9
COCC(=O)Nc1cc(C(=O)N2CCC(Oc3ccccc3F)CC2)c2c(c1)nc(C1CCC1)n2C | -0.7 | -4.5 | -2.3
CCSc1nc(NC(C)C)c2cnn(CCNC(=O)c3ccc(F)cc3F)c2n1 | 4.1 | -2.9 | -7.7
CC(NC(=O)N1CCCC(N(C)C)C1)c1nc(C2CCCCC2)no1 (configuration not stated) | -8.4 | 7.7 | -6.8
Cc1cccc(OCc2nc(CN(C(=O)NC(C)C)C(C)C)cs2)c1 | -4.8 | 18.3 | -6.0
O=C(O)CN1C(=O)/C(=C\c2ccc(-c3cccc(Cl)c3Cl)o2)SC1=S | -2.6 | -9.3 | 2.7
COC(=O)CCC1(CCC(=O)OC)C(=O)CC(C)(C)CC1=O | -7.6 | 0.7 | x
O=C(NCC1CCCN(Cc2ccc(C(F)(F)F)cc2)C1)c1cccs1 (configuration not stated) | -8.5 | 7.8 | x
COCc1c(Br)c(C)nc(OCC(=O)N/N=C\c2ccco2)c1C#N | -4.1 | -12.8 | -4.3
Cn1c(=O)[nH]c(=O)c2c1nc(N1CCN(Cc3ccc(Cl)cc3)CC1)n2CCCc1ccccc1 | -6.3 | 1.8 | x

(list continues)
SMILES | hcGAS inh | NPYLR7 agonist | mcGAS inh
COc1ccc(-c2nc(-c3ccc(-c4cccc(Cl)c4)o3)[nH]c2-c2ccc(OC)cc2)cc1 | -4.4 | -12.0 | x
Cc1nc(CN(C)C(=O)c2cc(CN3CCOCC3)on2)cs1 | -1.3 | 2.8 | -13.5
c1cncc(-c2nc3c(c(NCc4ccccc4-n4ccnc4)n2)CNC3)c1 | -7.0 | 3.2 | -12.8
CCOC(=O)C1=C(C(F)(F)F)NC(=S)NC1c1cccc(Oc2ccccc2)c1 (configuration not stated) | -9.1 | -2.1 | -5.9
CC1(C(=O)NCc2ccc3c(c2)OCO3)CCN1C(=O)C1(c2ccc(Cl)cc2)CC1 (configuration not stated) | -10.3 | 1.9 | -5.0
COc1cccc2c1OCC([C@@H]1C[C@H]3CN(Cc4cccc(Cl)c4)C(=O)[C@]34CCCN14)=C2 | 4.7 | 1.6 | x
CN1CCN(NC(=S)Nc2ccc(SC(F)F)cc2)CC1 | -11.7 | -0.5 | x
CC(C)Oc1ccc2c(=O)c(-c3ccc(F)cc3)c(C(F)(F)F)oc2c1 | -5.9 | -4.9 | -6.8
Cn1cc(C(=O)NC2CC(=O)N(Cc3cccc4ccccc34)C2)cn1 (configuration not stated) | -7.8 | 5.9 | x
CCNC(=O)[C@@H]1C[C@H](N)CN1C(=O)c1ccc(-c2cn(-c3ccccc3)cn2)cc1 | -7.6 | 7.3 | -8.2
O=C(C1CC2(CCNCC2)CN1)N1CCC(Oc2ccccc2F)CC1 (configuration not stated) | -2.8 | 15.2 | x
O=C(c1ccncc1)N1CCN(C(=O)c2ccc(F)cc2)CC1 | -3.4 | 10.3 | -1.6
NC(=O)CCN(Cc1ccccc1)S(=O)(=O)c1ccc2c(c1)CCC2 | -7.9 | 6.7 | x
Cc1ccc2c(c1)CN(C1CCSCC1)CC(c1ccsc1)O2 (configuration not stated) | -7.1 | 22.8 | -14.0
CC1C(=O)N(c2ccc(Cl)cc2)CCN1C(=O)c1ccc(F)cc1 (configuration not stated) | -4.6 | -1.6 | -4.0
COC(=O)CCc1c(C)nc2c(c1C)c(=O)n(CCC#N)n2C | -7.0 | 9.2 | x
CCOC(=O)C1=C(C)N(C)C(=O)NC1c1ccc(OCc2ccccc2)cc1 (configuration not stated) | -6.0 | -2.0 | -8.0
O=C(CN1C(=O)c2ccc([N+](=O)[O-])cc2C1=O)Nc1nccs1 | 1.2 | -6.9 | -4.4
NC(=O)c1ccnc(N2CCC(CO)(Cc3ccccc3C(F)(F)F)CC2)c1 | 7.1 | -2.5 | x
COc1ccc(-n2c(N)c(C#N)c3nc4ccccc4nc32)cc1OC | -7.0 | 0.7 | -4.4
Cc1n[nH]c(C)c1CN1C[C@H](N)C[C@H]1C(=O)NC(C)C | -9.3 | 20.3 | x
CN1CCNC(=O)C12CCN(C(=O)CCn1nnc3ccccc31)CC2 | -3.4 | 7.7 | -16.2
OCC1(Cc2ccccc2)CCCN(Cc2cccn2-c2nccs2)C1 (configuration not stated) | 0.8 | 25.3 | 1.8
CCC(CC)C(=O)N1CCN(c2nccc(-c3cc(OC)c(OC)c(OC)c3)n2)CC1 | -3.7 | 3.2 | -6.2
Cc1noc(C)c1CCC(=O)N1CCCC(C(=O)c2ccc(C(F)(F)F)cc2)C1 (configuration not stated) | -5.4 | 12.1 | x

Part of the list above in order of SMILES length, descending.
SMILES | hcGAS inh | NPYLR7 agonist | mcGAS inh
COc1ccc(C2CC(=O)C3=C(C2)N=C(C)C(C(=O)OCC(C)C)C3c2ccc(Cl)cc2)cc1 (configuration not stated) | -4.7 | -4.4 | -5.1
Cn1c(=O)[nH]c(=O)c2c1nc(N1CCN(Cc3ccc(Cl)cc3)CC1)n2CCCc1ccccc1 | -6.3 | 1.8 | x
Cc1cnc(C)c(N2CC[C@@H](N3CCN(CCc4ccccc4)CC3)[C@H](O)C2)n1 | 0.4 | 0.4 | x
Cc1cc(C(F)(F)F)n2nc(C(=O)N3CCCC(c4ccn[nH]4)C3)cc2n1 (configuration not stated) | -9.2 | 28.7 | x
CCOC(=O)C1=C(C(F)(F)F)NC(=S)NC1c1cccc(Oc2ccccc2)c1 (configuration not stated) | -9.1 | -2.1 | -5.9
Cc1nccn1CCC(=O)N1CCC2(CCCN(Cc3ccc(C(C)C)cc3)C2)C1 (configuration not stated) | 0.7 | 4.3 | x
Cc1ccccc1-c1cnc(-c2ccncc2)nc1C1CCCN(Cc2ccsc2)C1 (configuration not stated) | -10.4 | 21.0 | -13.9
O=c1[nH]n2c(=O)c3c([nH]c2c1Cc1cccc(Br)c1)CCCC3 | -0.9 | 2.3 | x
O=C(c1ccncc1)N1CCN(C(=O)c2ccc(F)cc2)CC1 | -3.4 | 10.3 | -1.6
Cc1ccc2c(c1)CN(C1CCSCC1)CC(c1ccsc1)O2 (configuration not stated) | -7.1 | 22.8 | -14.0
Cc1ccc(S(=O)(=O)NC(=O)NN2CCCCCC2)cc1 | 0.1&-0.5&3.1&9.0 | 1.1&-1.8&-18.4&2.8 | 0.4
CN1CCN(NC(=S)Nc2ccc(SC(F)F)cc2)CC1 | -11.7 | -0.5 | x
COc1ccc(CN2CN(C(C)C)CSC2=S)cc1 | -1.9 | 23.7 | 1.8
CC(C)C(C(=O)O)n1cncn1 (configuration not stated) | -13.8 | 0.1 | x

Following part
SMILES | hcGAS inh | NPYLR7 agonist | mcGAS inh
c1ccc(-c2nnc(NN=C3CCCCC3)c3ccccc23)cc1 | -0.1 | 0.6 | -4.2
Cc1cc(C)cc(N2C(=O)CSC2c2cccc(NC(=O)COc3ccccc3)c2)c1 (configuration not stated) | -7.9 | 13.5 | -6.9
CCOC(=O)c1ccc(N=C2SC(C(=O)O)CC(=O)N2C)cc1 (configuration not stated) | -3.7 | 2.7 | -5.6
NC(=O)Cn1ccn(-c2ccc3c(c2)OCO3)c(=O)c1=O | 5.1 | 12.1 | x
CCCCc1ncc(CN2CCN(CCC(C)C)C(CCO)C2)[nH]1 (configuration not stated) | 3.6 | 0.0 | -2.5
CNc1ncnc2c1ncn2[C@H]1C[C@H](OP(=O)(O)O)[C@@H](COP(=O)(O)O)O1 | -7.1 | 5.0 | -3.9
O=C(NCC1Cc2ccccc2O1)N1CCN(C(=O)C2CCCC2)CC1 (configuration not stated) | -4.9 | 2.9 | x
NC(=S)NN=C1CCCC1c1ccccn1 (configuration not stated) | -2.7 | 8.3 | x
COc1ccccc1CNC(=O)N(C)Cc1nc2ccccc2[nH]1 | -13.5 | 3.0 | -7.7
CCCNc1nc(SC)nc2c1cnn2CCNC(=O)Cn1cnc2ccccc21 | -2.4 | 2.0 | -7.4
COCCN(Cc1ccc(Br)cc1)Cc1cccn1Cc1cccc(C)c1 | -10.0 | 20.0 | -5.9
O=C(NCc1ccccc1Br)c1cncn1-c1cccc(-c2ccccc2C(F)(F)F)c1 | -6.6 | 3.5 | -6.0
CN(CC1OCCO1)C(=O)C1CCN(Cc2c(-c3ccc4c(c3)OCO4)nc3ncccn23)CC1 | -3.0 | -0.3 | x
C=CCC1(CC=C)CCCCN1CCn1c(=O)oc2ccccc21 | -1.5 | 2.3 | x
Cc1nc(N2CCC(N3CCCCC3)CC2)nc2ccccc12 | -5.5 | 15.5 | x
